Screening results as filed in PubChem.
NCI-60 one-dose screen, 48 h, at 10 µM unless noted. Numbers give growth in % (100 = growth as untreated, 0 = no growth, -100 = all killed).
IGROV1 = IGROV1 ovarian cancer | hit rate 4.7% among 79,000 | AID 1794786
NCI/ADR-RES = NCI/ADR-RES ovarian cells; hit rate 4.4% among 81,000
OVCAR-5 = OVCAR-5 ovarian cancer. hit rate 2.9% among 82,000. AID 1794783
OVCAR-4 = OVCAR-4 ovarian cancer cells; hit rate 3.7% among 80,000
OVCAR-3 = OVCAR-3 ovarian cancer. hit rate 7% among 79,000. AID 1794787
NCI-H23 = NCI-H23 lung cancer; hit rate 4% among 80,000
SK-OV-3 = SK-OV-3 ovarian cancer cells. hit rate 3.2% among 80,000. AID 1794785
NCI-H522 = NCI-H522 lung cancer. hit rate 8% among 78,000. AID 1794739
OVCAR-8 = OVCAR-8 ovarian cancer; hit rate 4.4% among 81,000; AID 1794782
* = called active by the depositor; · = no result given; & = joins results of further samples. How the source made its calls: active means growth percent below 10; inactive means the rest.

Start of the data: the first eleven compounds as a preview:
SMILES | IGROV1 | NCI/ADR-RES | OVCAR-5 | OVCAR-4 | OVCAR-3 | NCI-H23 | SK-OV-3 | NCI-H522 | OVCAR-8
COc1ccc2[nH]c(O)c(N=Nc3nc(-c4ccc(Cl)cc4)cs3)c2c1 | -4.0* | -37* | 10 | -50* | -90* | -34* | -38* | -26* | -64*
CCC(C)C1CCC(O)CC1C (centres undefined) | 97 | 110 | 101 | 108 | 104 | 104 | 102 | 98 | 106
CC(C)c1ccc(\C=N/N=C(N)/C(N)=N\N=C/c2ccc(C(C)C)cc2)cc1 | 107 | 105 | 115 | 78 | 99 | 78 | 98 | 79 | 95
CC1=C(C(=O)OCc2ccccc2)C(c2ccc(-n3cncn3)cc2)n2c(nc3ccccc32)N1 (centres undefined) | 62 | 42 | 79 | 83 | 24 | 86 | 74 | 19 | 87
CC(=O)C1C(C)CC2C3CCC4=CC(=O)CCC4(C)C3CCC21C (centres undefined) | 107 | 86 | 102 | 99 | 101 | 93 | 94 | 67 | 98
C[C@H]1[C@H](C)CC[C@]2(COCCC#N)CC[C@]3(C)C(=CC[C@@H]4[C@@]5(C)Cc6c([nH]c7ccccc67)C(C)(C)[C@@H]5CC[C@]43C)[C@H]12 | 107 | 102 | 108 | 96 | 107 | 97 | 97 | 87 | 92
C[C@@H]1CN(c2nc3c(cc2F)c(=O)c(C(=O)O)cn3C(C)(C)C)C[C@H](C)N1 | 121 | 81 | 109 | 104 | 104 | 95 | 105 | · | 95
CC(=O)[C@H]1C[C@]23CC[C@]4(C)[C@H](CC[C@@H]5[C@@]6(C)C/C(=C/c7ccc(C(F)(F)F)cc7)C(=O)C(C)(C)[C@@H]6CC[C@]54C)[C@H]2[C@H](C)C1(C)OC3 | 92 | 104 | 103 | 95 | 102 | 97 | 107 | 90 | 103
COc1nc(N)c(C=O)c(=O)n1C | 103 | 113 | 106 | 104 | 108 | 102 | 97 | 95 | 99
Cc1cccc(NC(=O)c2sc3nc4c(cc3c2N)C(=O)CCC4)c1 | -4.5* | 17 | 45 | 40 | 7.7* | 53 | 35 | 12 | 52
CC(=O)Oc1ccccc1C(=O)Nc1ccc(C(=O)/C=C/c2cccs2)cc1 | 116 | 106 | 109 | 104 | 122 | · | 132 | 102 | 107

Results (from the top)
SMILES | IGROV1 | NCI/ADR-RES | OVCAR-5 | OVCAR-4 | OVCAR-3 | NCI-H23 | SK-OV-3 | NCI-H522 | OVCAR-8
COc1ccc2[nH]c(O)c(N=Nc3nc(-c4ccc(Cl)cc4)cs3)c2c1 | -4.0* | -37* | 10 | -50* | -90* | -34* | -38* | -26* | -64*
CCC(C)C1CCC(O)CC1C (centres undefined) | 97 | 110 | 101 | 108 | 104 | 104 | 102 | 98 | 106
CC(C)c1ccc(\C=N/N=C(N)/C(N)=N\N=C/c2ccc(C(C)C)cc2)cc1 | 107 | 105 | 115 | 78 | 99 | 78 | 98 | 79 | 95
CC1=C(C(=O)OCc2ccccc2)C(c2ccc(-n3cncn3)cc2)n2c(nc3ccccc32)N1 (centres undefined) | 62 | 42 | 79 | 83 | 24 | 86 | 74 | 19 | 87
CC(=O)C1C(C)CC2C3CCC4=CC(=O)CCC4(C)C3CCC21C (centres undefined) | 107 | 86 | 102 | 99 | 101 | 93 | 94 | 67 | 98
C[C@H]1[C@H](C)CC[C@]2(COCCC#N)CC[C@]3(C)C(=CC[C@@H]4[C@@]5(C)Cc6c([nH]c7ccccc67)C(C)(C)[C@@H]5CC[C@]43C)[C@H]12 | 107 | 102 | 108 | 96 | 107 | 97 | 97 | 87 | 92
C[C@@H]1CN(c2nc3c(cc2F)c(=O)c(C(=O)O)cn3C(C)(C)C)C[C@H](C)N1 | 121 | 81 | 109 | 104 | 104 | 95 | 105 | · | 95
CC(=O)[C@H]1C[C@]23CC[C@]4(C)[C@H](CC[C@@H]5[C@@]6(C)C/C(=C/c7ccc(C(F)(F)F)cc7)C(=O)C(C)(C)[C@@H]6CC[C@]54C)[C@H]2[C@H](C)C1(C)OC3 | 92 | 104 | 103 | 95 | 102 | 97 | 107 | 90 | 103
COc1nc(N)c(C=O)c(=O)n1C | 103 | 113 | 106 | 104 | 108 | 102 | 97 | 95 | 99
Cc1cccc(NC(=O)c2sc3nc4c(cc3c2N)C(=O)CCC4)c1 | -4.5* | 17 | 45 | 40 | 7.7* | 53 | 35 | 12 | 52
CC(=O)Oc1ccccc1C(=O)Nc1ccc(C(=O)/C=C/c2cccs2)cc1 | 116 | 106 | 109 | 104 | 122 | · | 132 | 102 | 107
O=C(c1cc(-c2ccc(F)cc2F)ccc1O)N1CCN(Cc2ccc(Cl)cc2)CC1 | 111 | 106 | 100 | 106 | · | 105 | 114 | 97 | 105
Cc1cc(-c2ccco2)c(C#N)c(=O)n1CC#N | 103 | 103 | 100 | 97 | 106 | 102 | 106 | 97 | 105
COc1cccc(Cc2nn3cc(-c4ccccc4)nc3s2)c1 | 86 | 101 | 114 | 98 | 85 | 97 | 103 | 70 | ·
Nc1ccc(S(=O)(=O)Nc2ccccn2)cc1 | 115&102 | 104&103 | 108 | 110&114 | 110&113 | 104&100 | 106&108 | 107&98 | 108&107
COc1ccc(/C=N/Nc2ncnc3sc4c(c23)CCN(Cc2ccccc2)C4)cc1 | 73 | 75 | 81 | 54 | 60 | 80 | 79 | 64 | 64
CCOP(=O)(OCC)c1nc(-c2ccccc2)oc1NCCCO | 105 | 107 | 98 | 106 | 111 | 109 | 105 | 95 | 101
CC(=O)N(C)c1ccccc1O | 108 | 102 | 121 | 101 | 102 | 99 | 101 | 99 | 101
CCN(CC)c1ccc2c(c1)Oc1nc(N)c(C#N)c(N)c1C2Sc1ccc(SC)cc1 (centres undefined) | -14* | 11 | -27* | -2.7* | -30* | -23* | -5.0* | -51* | -7.4*
CCOC(=O)C1=C(CN(C2CCCCC2)C2CCCCC2)N(C)C(=O)NC1c1ccccc1 (centres undefined) | 93 | 94 | 101 | 74 | 94 | 81 | 87 | 82 | 90
CN(C(=O)Nc1ccccc1)c1ccc(O)cc1 | 103 | 108 | 122 | 101 | 132 | 103 | 111 | 90 | 94
O=C(Cn1cc(C2CC2)nn1)Nc1nc(-c2ccc(Cl)cc2)cs1 | 104 | 100 | 100 | 76 | 123 | 98 | 91 | 81 | 97
CCOC(=O)/C(O)=C(\C=N\C(=S)Nc1ccc(Cl)c(Cl)c1)C(=O)OCC | 101 | 91 | 92 | 60 | 100 | 87 | 82 | 71 | 92
CCOc1nc(-c2ccco2)n2nc(-c3ccco3)cc2n1 | 106 | 100 | 108 | 87 | 122 | 107 | 110 | 99 | 97
CN(C)c1oc(C2OC2c2cccc3ccccc23)nc1C#N (centres undefined) | 100 | 103 | 95 | 92 | 111 | 93 | 71 | 80 | 92
Following part
SMILES | IGROV1 | NCI/ADR-RES | OVCAR-5 | OVCAR-4 | OVCAR-3 | NCI-H23 | SK-OV-3 | NCI-H522 | OVCAR-8
NS(=O)(=O)c1ccc(C(=O)N/N=C/c2c[nH]c3ccccc23)cc1 | 94 | 102 | 98 | 106 | · | 108 | 96 | 94 | 96
N/N=C(\N)c1ncc(-c2ccc(C(F)(F)F)cc2)c(NC2CCCCCC2)n1 | 89 | 104 | 101 | 100 | 101 | 98 | 98 | 90 | 100
COC(=O)[C@]12CC[C@@H](C)[C@H](C)[C@@H]1C1=CC[C@@H]3[C@@]4(C)C(C#N)=C[C@@](C)(CO)C4=CC[C@@]3(C)[C@]1(C)CC2 | 59 | 55 | 124 | 59 | 72 | 60 | 85 | 53 | 58
COc1nc(N)nc(-n2c(-c3ccccc3)nc3ccccc32)c1NCc1ccccc1 | 87 | 98 | 103 | 104 | 98 | 96 | 102 | 88 | 95
CCCCn1c(=O)c(/C=C/c2cc(/C=C/c3cc4cc(Cl)ccc4n(CCCC)c3=O)n(-c3ccc(F)cc3)n2)cc2cc(Cl)ccc21 | 86 | 100 | 89 | 108 | 117 | 96 | 83 | 60 | 92
O=C1CCC(NNC(=O)c2ccc(Cl)cc2)N1 (centres undefined) | 111 | 97 | 101 | 118 | 105 | 96 | 111 | 97 | 98
O=C1C=C(N2CCCCC2)C(=O)c2ccccc21 | 83 | 104 | 116 | 89 | 83 | 82 | 95 | 89 | 96
CCC(=O)NC(=O)NC(c1ccccc1)c1ccccc1 | 97 | 104 | 101 | 103 | 113 | 103 | 95 | 79 | 101
C=CCC(CCC)(C(=O)Nc1ccc2nc(C)cc(N)c2c1)C(=O)Nc1ccc2nc(C)cc(N)c2c1 | 99 | 105 | 95 | 98 | 108 | 99 | 101 | 93 | 101
COc1ccccc1-n1c(-c2csc(NC(C)=O)n2)n[nH]c1=S | 98 | 96 | 119 | 103 | 117 | 93 | 103 | 82 | 104
Oc1cccc(Nc2nccc(-c3ccc(Cl)cc3)n2)c1 | 86 | 94 | 110 | 102 | 88 | 76 | 103 | 79 | 86
O=C1/C(=C/c2ccc(Cl)cc2)COc2ccc(O)c(O)c21 | -38* | 3.7* | -23* | 28 | -27* | 42 | 66 | -61* | 4.8*
CC(C)N=C(N/C(N)=N/c1nc2ccccc2s1)NC(C)C | 40 | 64 | 61 | 94 | 104 | 48 | 83 | 85 | 67
CCOP(=O)(OCC)c1nc(-c2ccccc2)oc1NCC(O)CO (centres undefined) | 107 | 108 | 95 | 110 | 106 | 104 | 103 | 93 | 100
Cc1c(C2=CCCCC2)c2ccccn2c1C(=O)c1cccc(S(=O)(=O)N2CCOCC2)c1 | 76 | 61 | 106 | 52 | 73 | 76 | 93 | 68 | 95
COc1cnc2c(c1)C(=O)c1c-2n(CCCNC(C)C)c(=O)c2cc([N+](=O)[O-])ccc12 | -56* | -40* | -47* | -69* | -74* | -68* | -67* | -57* | -48*
CCc1c(CC)c(CC)c(CC)c(CC)c1CC | 116 | 107 | 95 | 110 | 102 | 97 | 114 | 106 | 102
CCOc1cc(/C=N/N=C2c3ccccc3-c3ccccc32)ccc1O | 107 | 90 | 74 | 91 | 103 | 88 | 97 | 90 | 99
COc1ccc(-c2c(C(=O)NS(=O)(=O)C(C)C)n(Cc3cccc(OC(F)(F)F)c3)c3ccccc23)cc1 | 92 | 87 | 103 | 76 | 77 | 83 | 95 | 78 | 68
Cc1ccc2nc(-c3c(-c4ccccc4)nc4ncccn34)[nH]c2c1 | 99 | 95 | 88 | 105 | 95 | 95 | 120 | 84 | ·
CCCCCCCCCCCCNC1=C(Cl)C(=O)c2ccccc2C1=O | 99 | 104 | 116 | 96 | 108 | 107 | 110 | · | 89
CCc1c(C)c2ccc(O)c(N3C(=O)C(=O)N(c4ccccc4)C3=O)c2oc1=O | 101 | 105 | 109 | · | 105 | 100 | 112 | · | 101
Nc1c(C(=O)Nc2cc(Cl)cc(Cl)c2)sc2nc3c(cc12)C(O)CCC3 (centres undefined) | 100 | 97 | 106 | 103 | 104 | 100 | 102 | 98 | 100
COc1ccc(/C=C/C(=O)c2c(O)c3ccccc3oc2=O)cc1 | 117 | 113 | 95 | 109 | 105 | 94 | 88 | 88 | 101
CCOC(=O)C(Br)C(Br)c1cccc([N+](=O)[O-])c1 (centres undefined) | 89 | 100 | 120 | 83 | 84 | 97 | 95 | 35 | 95
Following part:
SMILES | IGROV1 | NCI/ADR-RES | OVCAR-5 | OVCAR-4 | OVCAR-3 | NCI-H23 | SK-OV-3 | NCI-H522 | OVCAR-8
COC(=O)CCC1=C(C)C(C)=N/C1=C\c1[nH]c(-c2ccc[nH]2)cc1OC | 18 | 6.3* | 23 | 12 | -34* | 1.0* | 16 | -63* | 5.5*
CSCCC(NC(=O)c1ccccc1)C(=O)N/N=C1\SCC(=O)N1C (centres undefined) | 106 | 104 | 85 | 101 | 116 | 98 | 112 | 95 | 102
O=C(CC(=O)N1CCOCC1)N1CCOCC1 | 119 | 99 | 104 | 106 | 121 | 95 | 120 | 97 | 103
CC(=O)C1CC(C#N)=C2C=Cc3c(ccc4ccccc34)N21 (centres undefined) | 62 | 73 | 101 | 82 | 91 | 86 | 93 | 77 | 70
O=C(CBr)OCCC1CCCCC1 | 110 | 101 | 106 | 105 | 110 | 97 | 103 | 96 | 100
Nc1nc2c(c3ncccc13)C(c1ccccc1)Cc1ncccc1-2 (centres undefined) | 63 | 68 | 93 | 94 | 62 | 83 | 87 | 43 | 94
